From PubChem
BAZ2B block: qHTS Assay for Inhibitors of BAZ2B; AID 504333, 2011; Potency, µM (series often up to 114 µM), for the others: at the highest dose activity change, negative = inhibition, usual class: inhibitors; AlphaScreen BAZ2B-H3K14Ac peptide displacement; Bromodomain adjacent to zinc finger domain protein 2B (Homo sapiens), Q9UIF8; hit rate 4.4% among 360,000; also: potency is read from the fitted curve at half-maximal effect; % is scaled to controls: 0 for no effect and ±100 for the full control effect; nearly all actives have a fitted effect of over 60% in size
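In this displacement format the biotinylated H3(5-23) peptide acetylated at Lys14 serves as ligand at 50 nM, with BAZ2B at 50 nM in PBS pH 7.4 containing 0.01% Tween-20. Donor and acceptor beads are 10 ug/mL final.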
RGS4 inhibitor: Inhibitors of Regulator of G Protein Signaling (RGS) 4: qHTS. Transcreener GDP fluorescence polarization, RGS4-accelerated GTP hydrolysis. hit rate 0.039% among 390,000. Potency, µM (titrated, usually from 114 µM), inactives show at the highest dose activity change, negative = inhibition, actives largely listed as inhibitors; also: potency is read from the fitted curve at half-maximal effect; % is scaled to controls: 0 for no effect and ±100 for the full control effect; nearly all actives have a fitted effect of over 75% in size; some results filed as inactive show a strong effect at the top dose
Target sequence (P49798 whole entry, looked up): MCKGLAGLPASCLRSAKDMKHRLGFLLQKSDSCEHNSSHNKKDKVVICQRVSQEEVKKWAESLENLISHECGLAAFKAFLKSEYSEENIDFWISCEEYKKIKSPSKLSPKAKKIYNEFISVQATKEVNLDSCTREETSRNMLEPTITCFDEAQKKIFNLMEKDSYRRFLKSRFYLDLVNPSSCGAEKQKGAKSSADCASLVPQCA
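MLSMR compounds (23 nl, pin-transferred) preincubated 10 min at room temperature with a 500nM (2x) first reagent, then RGS4 at 900nM (2x) plus Transcreener GDP mix added; fluorescence polarization (620/688 nm) read before and after 90 min at 30 °C.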
HP1b chromo inh: HTS for Inhibitors of HP1-beta Chromodomain Interactions with Methylated Histone Tails; AlphaScreen HP1-beta / biotin-H3K9me3 peptide binding; Potency, µM (series often up to 114 µM), inactives show at the highest dose activity change, negative = inhibition, hits mostly inhibitors; hit rate 0.56% among 390,000; also: potency is read from the fitted curve at half-maximal effect; nearly all actives have a fitted effect of over 70% in size; inactives centre near 23
Target sequence (P83916 whole entry, looked up): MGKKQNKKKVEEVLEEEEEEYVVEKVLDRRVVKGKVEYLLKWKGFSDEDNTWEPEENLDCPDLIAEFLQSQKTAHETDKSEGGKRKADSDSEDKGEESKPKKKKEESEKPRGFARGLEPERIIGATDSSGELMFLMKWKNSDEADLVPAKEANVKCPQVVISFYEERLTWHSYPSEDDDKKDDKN
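AlphaScreen: HP1-beta (50 nM) preformed 30 min with biotin-H3(1-18)K9me3 peptide (50 nM) in PBS pH 7.4, 0.01% Tween-20. Compound added for 30 min at RT, then streptavidin donor/nickel chelate acceptor beads (10 ug/mL) for 30 min.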
PI4K2A block: qHTS for small molecular inhibitors of PI4K2A; Phosphatidylinositol 4-kinase type 2-alpha (Homo sapiens), Q9BTU6; purified PI4K2A, ADP-Glo luminescence, 1 h; hits give low values; activity change, negative = inhibition, % at 76.9 µM; hit rate 0.13% among 420,000; AID 1346378, 2018; in the data active = activity change below about -50%; inconclusive = mostly about -30% to -49%;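 also: -100% = wells without enzyme as full effect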
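ADP-Glo luminescence measured ADP generated by PI4K2A enzyme (4 ug/mL before mixing) with 1.2 mM PI substrate (pre-mix) and 300 microM ATP (pre-mix). Tris pH7.5 buffer with MgCl2, Triton X-100; 1 h reaction at ambient temperature.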
JMJD2A Tudor inh: qHTS Assay for Inhibitors of JMJD2A-Tudor Domain | hit rate 4.4% among 390,000 | Lysine-specific demethylase 4A (Homo sapiens), O75164 | AlphaScreen JMJD2A-Tudor / H3K4me3 peptide binding | AID 504339, 2011 | Potency, µM (doses to about 114 µM), inactives show at the highest dose activity change, negative = inhibition, actives largely listed as inhibitors; also: potency is read from the fitted curve at half-maximal effect; % is scaled to controls: 0 for no effect and ±100 for the full control effect; nearly all actives have a fitted effect of over 50% in size
ERG Ets-DNA blk: qHTS for Small Molecule Inhibitors of the ERG Ets/DNA interaction; Potency, µM (series often up to 76.9 µM), for inactives: at the highest dose FP activity, negative = inhibition, most hits filed as inhibitors; Transcriptional regulator ERG (Homo sapiens), P11308; fluorescence polarization, His-ERG Ets domain / labelled DNA; hit rate 0.028% among 370,000; AID 624246, 2012; active = well fitted inhibition curve with a large enough effect in the polarisation, with a control signal flat; inconclusive = small, poorly fitted or top-dose-only effect, or effect the other way, or a change in a side signal; inactive = no such curve, though single readings can be large or run the other way; the % refers to the polarisation;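 also: polarization taken with two DNA probes labelled with fluorescein and Texas red; potency is read from the fitted curve at half-maximal effect; % of control where 0% means no effect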
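His-tagged ERG Ets domain (1 uM in the protein solution; 300mM KCl, 50mM Tris-HCl, 1mM EDTA, 1mM DTT, pH 7.5) received compound, then a probe mix of 5 nM fluorescein-DNA and 100nM Texas-615-DNA. Fluorescence polarization was read for both dyes.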
G9a inh: qHTS Assay for Inhibitors of Histone Lysine Methyltransferase G9a; Histone-lysine N-methyltransferase EHMT2 (Homo sapiens), Q96KQ7; G9a H3K9 monomethylation, AlphaScreen, 2 h; Potency, µM (top dose mostly 102 µM), for the others: top-dose activity, negative = inhibition, most hits filed as inhibitors; hit rate 8.8% among 350,000; also: potency is read from the fitted curve at half-maximal effect; % is scaled to controls: 0 for no effect and ±100 for the full control effect; nearly all actives have a fitted effect of over 75% in size
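Using a bead-based AlphaScreen, monomethylated H3K9 product from 2 h room-temperature reactions (G9a 20 nM, peptide 500 nM, SAM 20 uM) was detected with 0.5 ug/mL rabbit anti-H3K9me1 antibody.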
GLS inh: qHTS for Inhibitors of Glutaminase (GLS). Glutaminase kidney isoform, mitochondrial (Homo sapiens), O94925. GLS enzymatic activity, qHTS titration. Potency, µM (top dose mostly 45.5 µM), inactives show at the highest dose activity change, negative = inhibition, hits mostly inhibitors. hit rate 0.21% among 410,000. AID 624170, 2012; also: potency is read from the fitted curve at half-maximal effect; % is scaled to controls: 0 for no effect and ±100 for the full control effect
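Enzyme dispensed in phosphate buffer (45 mM, pH 8.2, 0.02% Tween-20), compounds pinned in, then 1 mM L-glutamine solution and the glutamate oxidase–HRP–Amplex Red mix added; fluorescence read immediately and again after 30 min at room temperature.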
12-LOX inh: Primary qHTS assay for inhibitors of human arachidonate 12S-lipoxygenase (ALOX12): Round 2; Polyunsaturated fatty acid lipoxygenase ALOX12 (Homo sapiens), P18054; purified 12hLO, xylenol orange hydroperoxide absorbance; Potency, µM (titrated, usually from 108 µM), inactives show at the highest dose activity change, negative = inhibition, actives largely listed as inhibitors; hit rate 1.1% among 580,000; AID 1671190, 2021; also: potency is read from the fitted curve at half-maximal effect; % is scaled to controls: 0 for no effect and ±100 for the full control effect
Target sequence (P18054 whole entry, looked up): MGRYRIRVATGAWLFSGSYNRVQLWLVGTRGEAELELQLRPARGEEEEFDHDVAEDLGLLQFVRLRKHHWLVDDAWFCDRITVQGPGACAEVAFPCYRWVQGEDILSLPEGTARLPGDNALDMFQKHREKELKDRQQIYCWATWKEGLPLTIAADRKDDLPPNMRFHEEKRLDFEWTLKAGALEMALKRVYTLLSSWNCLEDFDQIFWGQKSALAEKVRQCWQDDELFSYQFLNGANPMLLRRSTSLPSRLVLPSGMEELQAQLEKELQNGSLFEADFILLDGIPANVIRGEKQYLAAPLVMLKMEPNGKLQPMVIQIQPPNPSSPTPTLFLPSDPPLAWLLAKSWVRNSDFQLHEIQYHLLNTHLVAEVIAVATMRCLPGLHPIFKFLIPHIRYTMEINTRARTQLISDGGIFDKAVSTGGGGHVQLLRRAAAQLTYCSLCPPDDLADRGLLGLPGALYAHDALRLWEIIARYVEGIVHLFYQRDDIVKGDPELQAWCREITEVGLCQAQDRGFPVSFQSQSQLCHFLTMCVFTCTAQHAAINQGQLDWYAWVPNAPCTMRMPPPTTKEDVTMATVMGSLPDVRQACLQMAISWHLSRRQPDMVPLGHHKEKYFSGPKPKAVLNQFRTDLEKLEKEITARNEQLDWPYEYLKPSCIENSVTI
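Purified human 12hLO (150 nM final) in 25 mM Hepes, 0.01% Triton X-100, pH 7.0 was preincubated 15 min at room temperature with compound. Then 40 uM arachidonic acid was added, 30 min. Hydroperoxide was read by Fe-XO absorbance ratio 573/405 nm.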
Active calls of the source: *; i = inactive; ? = inconclusive; · = not tested or not shown; & = joins results of further samples; [ ] = dose if it differs, or a comment. Unless noted, calls follow the shape of the dose curve; as a rule, active = well fitted curve in the direction sought with a large enough effect; inconclusive = small, poorly fitted or top-dose-only effect, or another doubt; inactive = no such curve, though single readings can be large; an effect the other way counts as inactive or inconclusive.

The line under a structure holds: BAZ2B block	RGS4 inhibitor	HP1b chromo inh	PI4K2A block	JMJD2A Tudor inh	ERG Ets-DNA blk	G9a inh	GLS inh	12-LOX inh
1: CCC(=O)c1ccc(OCC(O)Cn2nc(C)cc2C)cc1 (stereo unspecified)
  1%	-2%	29%	0	-21%	9%	20%	-2%	-4%
2: O=C(N/N=C/c1ccc([N+](=O)[O-])o1)c1cn(-c2ccccc2)nc1-c1ccc(Cl)cc1
  -39%	2%	26%	-4	-13%	-9%	5%	-6%	-9%
3: N#Cc1ccc(COC(=O)CN2C(=O)NC3(CCCC3)C2=O)cc1
  -2%	30%	25%	-3	-8%	12%	6%	-8%	-23%
4: O=C1CC(c2ccncc2)c2cc3c(cc2N1)OCO3 (stereo unspecified)
  -4%	16%	19%	14	-4%	9%	11%[12.7 µM]	2%	5%
5: O=C(COC(=O)CNC(=O)c1ccc(Br)o1)Nc1ccccc1OC(F)F
  -14%	0%[56.9 µM]	70%[activator]	-2	-9%	3%	0%	-5%	3%
6: O=C(O)c1cc(OCc2ccccc2)cc(OCc2ccccc2)c1
  -20%	-11%[56.9 µM]	48%[activator]	8	-22%	12%	6%	21%	-9%
7: Cc1cc(Br)ccc1NC(=O)CN1CCN(c2ccccn2)CC1
  0%	-19%	50%[activator]	5	-13%	1%	29%[2.33 µM]	-9%	0%
8: O=C(c1cccc(C(F)(F)F)c1)C1CCCN(Cc2ccc(OCCO)cc2)C1 (stereo unspecified)
  -15%	12%	14%	0	-11%	-1%	1%	-1%	-2%
9: COc1ccc(-c2noc(-c3ccc(C)cc3Cl)n2)cc1OC
  -3%	7%	31%[activator]	-3	-2%	-6%	-3%[59 µM]	5%	-7%
10: CC(Oc1cccc(Cl)c1)C(=O)NCc1ccc(S(N)(=O)=O)cc1 (stereo unspecified)
  5%	-87%[56.9 µM]	11%	0	?	5%	·	7%	-5%
11: COc1ccc(C(=O)NCC(=O)N/N=C/c2cccc(OC(=O)c3ccco3)c2)cc1OC
  -30%	-9%	40%[activator]	1	0%	5%	-32%	2%	0%
12: CCOC(=O)CNCCC(=O)c1ccc(Br)cc1
  ?	-48%	22%	22	?	4%	7.1µM*	5%	28µM*
13: CN(C)c1ccc(NC(=O)c2ccc3nsnc3c2)cc1
  -11%	-22%	-13%	7	-35%	3%	4.5µM*	17%	?
14: COC(=O)C1(C)CC1(c1ccccc1)c1ccccc1 (stereo unspecified)
  -2%	4%	78%[activator]	-4	12%	7%	49%[activator]	-1%	19%
15: COc1ccc(-c2nc3ccccn3c2/N=C/c2ccc(OC)c(OC)c2)cc1O
  ?	-12%	?	4	?	-8%	?	29%	-22%

For reference, 5 of the compounds above.
The line under a structure holds: BAZ2B block	RGS4 inhibitor	HP1b chromo inh	PI4K2A block	JMJD2A Tudor inh	ERG Ets-DNA blk	G9a inh	GLS inh	12-LOX inh
1: CCC(=O)c1ccc(OCC(O)Cn2nc(C)cc2C)cc1 (stereo unspecified)
  1%	-2%	29%	0	-21%	9%	20%	-2%	-4%
2: O=C(N/N=C/c1ccc([N+](=O)[O-])o1)c1cn(-c2ccccc2)nc1-c1ccc(Cl)cc1
  -39%	2%	26%	-4	-13%	-9%	5%	-6%	-9%
3: N#Cc1ccc(COC(=O)CN2C(=O)NC3(CCCC3)C2=O)cc1
  -2%	30%	25%	-3	-8%	12%	6%	-8%	-23%
4: O=C1CC(c2ccncc2)c2cc3c(cc2N1)OCO3 (stereo unspecified)
  -4%	16%	19%	14	-4%	9%	11%[12.7 µM]	2%	5%
5: O=C(COC(=O)CNC(=O)c1ccc(Br)o1)Nc1ccccc1OC(F)F
  -14%	0%[56.9 µM]	70%[activator]	-2	-9%	3%	0%	-5%	3%

Continuation:
The line under a structure holds: BAZ2B block	RGS4 inhibitor	HP1b chromo inh	PI4K2A block	JMJD2A Tudor inh	ERG Ets-DNA blk	G9a inh	GLS inh	12-LOX inh
16: Cc1c(NC(=O)Nc2ccc(Cl)cc2)c(=O)n(-c2ccccc2)n1C
  -6%	-15%	25%	3	-18%	-24%	16%[59 µM]	24%	-14%
17: CCOC(=O)c1c(-c2ccccc2)csc1NC(=O)CCN1CCOCC1
  50µM*	-11%	?	5	2µM*	0%	?	4%	?
18: COc1cc(NC(=O)N(Cc2ccco2)C2CCN(C(C)=O)CC2)cc(OC)c1OC
  ?	1%	29%	-2	2%	6%	10%[59 µM]	8%	-44%
19: COc1ccc(Cn2nnnc2CN2CCC(c3nc4ccccc4s3)CC2)cc1
  -12%	25%	10%	1	-25%	7%	-5%	4%	-2%
20: COc1ccc2c(ccc[n+]2CC(=O)c2ccccc2)c1
  -26%	-14%	41%	-14	8%	4%	-5%	-6%	-3%
21: COc1ccc(OC)c(-c2cc(C(=O)N/N=C/c3cc(OC)c(OC)cc3OC)c3ccccc3n2)c1
  ·	15%	30%	1	-6%	10%	·	11%	i
22: C/C(=N\NC(=O)c1ccncc1)c1ccc(N2CCOCC2)cc1
  3%	7%	-1%	1	-3%	20%	28%[12.7 µM]	9%	-4%
23: CC(C)(C)c1ccc(S(=O)(=O)N2CCCCC2C(=O)NCc2ccccn2)cc1 (stereo unspecified)
  -9%	2%	30%	3	-21%	0%	0%[59 µM]	-1%	357%[activator]
24: O=[N+]([O-])c1cccc2ccc(N3CCOCC3)nc12
  -11%	22%	34%	14	-3%	-16%	-16%[0.501 µM]	3%	0%
25: CC(C)(C)OC(=O)N1CCCN(C(=O)Nc2cccc(Cl)c2)CC1
  2%	2%	1%	-7	-3%	4%	·	4%	0%
26: Cc1cc(C)cc(NC(=O)c2ccc(NC(=O)C3C4CC5OC(=O)C3C5C4)cc2)c1 (stereo unspecified)
  -6%	4%	34%	-1	-20%	-5%	12%[59 µM]	-3%	0%
27: COc1cc(NC(=O)Cn2cnc(S(=O)(=O)N3CCOCC3)c2)cc(OC)c1OC
  -12%	2%	13%	-11	2%	17%	67%[activator]	-5%	23%
28: Cc1cn(C(C)C)c(=O)n(-c2ccccc2)c1=O
  ·	5%	18%[57 µM]	4	-3%	-4%	·	-5%	10%
29: Cc1ccc(-c2nnc3n2N=C(c2ccccc2Br)CS3)cc1
  11%	-10%[11.4 µM]	-21%	6	3%[11.4 µM]	-6%	-12%	-2%	-15%[57.4 µM]
30: COc1ccc(CCC(=O)Nc2ccc3c(c2)OCCO3)cc1
  8%	1%	30%	1	-6%	-2%	?	-5%	0%

The line under a structure holds: BAZ2B block	RGS4 inhibitor	HP1b chromo inh	PI4K2A block	JMJD2A Tudor inh	ERG Ets-DNA blk	G9a inh	GLS inh	12-LOX inh
31: CCOC(=O)c1ccc(S(=O)(=O)NNC(=O)COc2ccc(C)cc2)cc1
  9%	6%	26%	0	-1%	2%	9%[59 µM]	26%	-11%
32: CN(C)c1ccc(CNc2ncnc3sccc23)cc1
  -36%	-17%	3%	13	-35%	1%	13µM*	-6%	-14%
33: O=C(COC(=O)c1cccc(OC(F)F)c1)Nc1cccc(S(=O)(=O)N2CCCC2)c1
  ·	14%	23%	-2	-9%	-3%	·	6%	-4%
34: Cc1cc(C)c(NC(=O)COC(=O)/C=C/c2cccc(C(F)(F)F)c2)c(C)c1
  2%	-4%	29%	1	-6%	11%	-9%	-1%	-29%
35: COc1cccc(-c2nc(CS(=O)(=O)CC(=O)Nc3ccc(F)cc3F)c(C)o2)c1
  -14%	5%[11.4 µM]	44%[activator]	3	-8%	-1%	-4%	-7%	-24%&-4%
36: COc1ccc(C2OC(=O)CC2C(=O)NC(C)C)cc1 (stereo unspecified)
  -3%	-25%	36%	0	-4%	10%	28µM*	4%	-18%
37: CC(=O)N1CC2(NC(=O)c3ccccc3N2)c2ccccc21 (stereo unspecified)
  2%	27%	28%	-4	-9%	5%	?	8%	45%[activator][57.4 µM]
38: COc1ccc(-c2cc(C)no2)cc1S(=O)(=O)N1CC(=O)Nc2ccccc21
  -31%	8%	18%	-1	-13%	20%	50µM*	2%	-22%

An excerpt (hit frequency here may not be typical).
